LDHA block: blocks human lactate dehydrogenase A; P00338; purified LDHA, NADH/diaphorase-resazurin fluorescence; stronger effect = lower value; activity change, % (values are at about 110 or 230 µM); 480,000 tested, 0.15% active; AID 1347041; in the data active means activity change below about -30%;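 further: plate controls were DMSO wells for no effect and wells without enzyme for full effect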
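Remaining NADH was detected by diaphorase (0.133 mg/mL) converting 37 µM resazurin to fluorescent resorufin, read at 0 and 20 minutes. The preceding 5-minute room-temperature reaction used 2 nM LDHA, 0.2 mM sodium pyruvate and 0.06 mM NADH at pH 7.4.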
Active calls of the source: *; & = joins results of further samples.

no.	Molecule	LDHA block
1	CC(C(=O)NC(=O)NC12CC3CC(CC(C3)C1)C2)n1cnc2c1c(=O)n(C)c(=O)n2C (stereo not drawn)	-31*
2	CC(=O)c1cccc(NS(=O)(=O)c2ccc(-c3ccc(C)cc3)cc2)c1	-3
3	O=C(NCc1ccc(F)cc1)c1ccc(-c2ccccc2)cc1	-9
4	Cc1ccc2oc(=O)cc(CN3CCN(c4ccc(F)cc4)CC3)c2c1	5
5	CCCCN(CCCC)c1nc(-c2ccccc2)cc(-c2ccccc2)c1C#N	2
6	CC(C)c1nnc(NC(=O)Cn2ccc3ccc(F)cc32)s1	2
7	CCOC(=O)[C@]12CCC=C1N(Cc1ccc(Cl)cc1Cl)C(=O)[C@H](CC(=O)NCc1cccc3ccccc13)C2	-1
8	Cc1cc2oc(=O)cc(Cn3cc(S(=O)(=O)N4CCCC4)ccc3=O)c2cc1C	-10
9	CCOc1ccc(N/C=C/C(=O)C23CC4CC(CC(C4)C2)C3)cc1	0
10	c1ccc(-n2cnnc2SCc2nc3ccccc3o2)cc1	-5
11	O=C(O)C(c1c[nH]c2ccc(Cl)cc12)N1CCN(S(=O)(=O)c2ccccc2)CC1 (stereo not drawn)	-1
12	CC(C)CC(NC(=O)NC(C)c1ccccc1)C(=O)O (stereo not drawn)	0
13	CC(=O)NNC(N)=S	1
14	COc1ccc(OC)c(C2C=C(C(=O)O)Nc3c(C(=O)Nc4ccccc4OC)cnn32)c1 (stereo not drawn)	-1
15	C/C(CC(=O)Nc1cccc2c1CCCC2)=N\NC(=O)c1ccc(Cl)cc1Cl	-6
16	O=C(CCN1CCN(c2cnccn2)CC1)Nc1ccccc1Cl	1
17	CC(C)C(NC(=O)c1ccc([N+](=O)[O-])cc1)C(C)C	6
18	COc1cc(-c2nnc(SCc3nc4ccccc4o3)o2)cc(OC)c1OC	-3
19	O=C(O)CCNS(=O)(=O)c1ccc(Br)cc1	7
20	CS(=O)(=O)Oc1ccc2c(=O)c(-c3ccccc3)coc2c1	5
21	CCCNC(=O)Nc1cc(S(=O)(=O)N2CCOCC2)ccc1NCC1CCCO1 (stereo not drawn)	7
22	Cc1ccc(C2CCCN2C(=O)Cn2nc(C)c3ccccc3c2=O)cc1 (stereo not drawn)	12
23	COc1nn(C)c2nc(C)c(CCC(=O)NC(C)C)c(C)c12	6
24	COc1cc(CNC(=O)c2ccc3nc(Cc4ccccc4F)oc3c2)cc(OC)c1OC	5

Sorted by formula weight (lowest first): some entries from above
no.	Molecule	LDHA block
20	CS(=O)(=O)Oc1ccc2c(=O)c(-c3ccccc3)coc2c1	5
16	O=C(CCN1CCN(c2cnccn2)CC1)Nc1ccccc1Cl	1
21	CCCNC(=O)Nc1cc(S(=O)(=O)N2CCOCC2)ccc1NCC1CCCO1 (stereo not drawn)	7

(cont.)
no.	Molecule	LDHA block
25	Cc1cnc2c(S(=O)(=O)N3CCCCC3C(N)=O)cccc2c1 (stereo not drawn)	-5
26	O=c1oc2ccccc2c(N2CCCC2)c1NS(=O)(=O)c1ccc(Br)s1	-14
27	CC(=O)Nc1ccc(NC(=O)CN(C)Cc2ccc(C(F)(F)F)cc2)cc1	3
28	COc1cccc(NC(=O)c2ncoc2-c2ccc(C)o2)c1	2
29	CC(=O)Nc1ccc(C(=O)COc2ncnc3sccc23)cc1	1
30	COc1ccc2c(C)c(CC(=O)Nc3ccc4c(c3)OCO4)c(=O)oc2c1	17
31	O=C(COc1ccccc1Cl)Nc1ccccc1-c1nc(-c2ccncc2)no1	4
32	COC(=O)Cc1c(C)c2ccc(OCc3ccccc3Cl)cc2oc1=O	1
33	CCN(CC)C(=O)COc1ccc(-c2nnc(Nc3ccc(OC)cc3)c3ccccc23)cc1	2
34	CC(C)CCn1c(N2CCN(Cc3ccccc3F)CC2)nc2c1c(=O)[nH]c(=O)n2C	-3
35	COCCNC(=O)c1nc(-c2ccc3cc[nH]c3c2)no1	-3
36	Cc1ccccc1NC(=O)COC(=O)c1cc(C(C)C)nc2ccccc12	-5

A few values from the results shown.
LDHA block with no. 26 stands at -14
LDHA block with no. 34 stands at -3
LDHA block with no. 28 stands at 2

Remaining list, next part:
no.	Molecule	LDHA block
37	COc1cccc(CNC(=O)c2ccc(Oc3ccccc3)cc2)c1	5
38	Cc1ccc(CNCC(=O)O)cc1	0
39	O=C(Nc1cccc(S(=O)(=O)N2CCOCC2)c1)c1sc2ccccc2c1Cl	1
40	CCOc1ccc(C(C)=O)cc1COC(=O)c1cc(Cl)c(OC)c(OC)c1	12
41	O=C(O)C(c1c[nH]c2cc(Cl)ccc12)N1CCN(Cc2ccccn2)CC1 (stereo not drawn)	8
42	CCC1(c2ccc(NC(=O)c3cc(OC)c(OC)c(OC)c3)cc2)CCC(=O)NC1=O (stereo not drawn)	6
43	CCOC(=O)[C@]12CCCC=C1N(CCC1=CCCCC1)C(=O)[C@H](CC(=O)NCc1cccc(C(F)(F)F)c1)C2	0
44	CC1Cc2cc(C(=O)c3cc4cc(Br)ccc4o3)ccc2N1S(C)(=O)=O (stereo not drawn)	2
45	COCc1nnc(NC(=O)Cn2ccc3ccc(Br)cc32)s1	7
46	O=C(Nc1ccc(Br)cc1)C1=C(c2ccccc2)SCCO1	1
47	CCC(C)(CC(=O)Nc1ccc(NC(C)=O)cc1)Cc1nc2ccccc2s1 (stereo not drawn)	-2
48	COc1ccc(OC)c(C(=O)CSc2nnc(Nc3c(C)cccc3C)s2)c1	5
49	Cc1ccc(Nc2nc(-c3ccc4[nH]c(=O)oc4c3)cs2)cc1F	10
50	O=C(CC12CC3CC(CC(Br)(C3)C1)C2)NCCc1ccccc1	-2
51	CC(C)c1ccc(-c2noc(CSc3nnc(C4COc5ccccc5O4)o3)n2)cc1 (stereo not drawn)	-2
52	CC(C)(C)c1ccc(S(=O)(=O)N2CCN(c3nc(-c4cccs4)nc4ccccc34)CC2)cc1	-9&0
53	CCCCNC(=S)NN=C1CCCCCC1	-12
54	COc1ccc(CCN2C(=O)COc3ccccc3C2C(=O)NCc2ccccc2)cc1OC (stereo not drawn)	-5
55	COCCn1cnnc1SCc1ccc(F)cc1	-3
56	Cn1c(=O)[nH]c(=O)c2c1ncn2Cc1ccccc1	1
57	CC(CCc1ccco1)NC(=O)CCc1nnc2ccc(N3CCN(C)CC3)nn12 (stereo not drawn)	-3
58	CCCCCCCCCCOc1ccc(C(=O)O)cc1	19
59	COc1cc2ccccc2cc1C(=O)Nc1nnc(C2CCCCC2)s1	1
60	CS(=O)(=O)N1CCN(c2ccc(NCc3ccccc3)nn2)CC1	-2

With a hit mark in LDHA block, among the entries above:
no.	Molecule	LDHA block
1	CC(C(=O)NC(=O)NC12CC3CC(CC(C3)C1)C2)n1cnc2c1c(=O)n(C)c(=O)n2C (stereo not drawn)	-31*

Continued:
no.	Molecule	LDHA block
61	CCCCCCNCc1ccc(C)s1	5
62	COc1cc(Nc2nc3ccccc3nc2NS(=O)(=O)c2cccc(Cl)c2)cc(OC)c1	18
63	CC1CCN(C(=O)Cc2n[nH]c(=O)c3ccccc23)CC1	-1
64	Cn1c(=O)c2c(nc(NCCO)n2Cc2ccc(Cl)cc2)n(C)c1=O	12
65	CC(C(=O)Nc1cccc(C#N)c1)n1nnc(-c2cccc(C(F)(F)F)c2)n1 (stereo not drawn)	3
66	Cc1cnc(NC(=O)CNC(=O)c2ccoc2)s1	-5
67	Cc1cccc(-c2cc(C(=O)NC3CCCC3)c3ccccc3n2)c1	7
68	CC(=O)NC1=NN(C(C)=O)C2(S1)C(=O)N(Cc1ccccc1)c1c(C)cccc12 (stereo not drawn)	4
69	CN(Cc1ccco1)C(=O)c1cc(-c2ccncc2)nc2ccccc12	-10
70	O=C(Nc1ccc2oc(-c3cccc(F)c3)nc2c1)c1ccc([N+](=O)[O-])o1	8
71	COc1cccc(-c2nc(-c3ccc4c(c3)CCC4)cs2)c1OC	-10
72	CC(C(=O)NCc1ccc2c(c1)OCO2)n1nc(-c2ccccc2)c2ccccc21 (stereo not drawn)	0
73	O=C(NCCCc1ccccc1)c1cc(C2CC2)nc2ccccc12	-3
74	COc1ccc(-c2noc(CCC(=O)Nc3ccn(C)n3)n2)cc1	6
75	CCn1nc(C(=O)NCC(c2cccs2)N2CCCC2)c2ccccc2c1=O (stereo not drawn)	6
76	CC1(C)OC(c2ccccc2)=C/C(=C/C=C(C#N)C#N)O1	12
77	CCN(CC)C(=O)Oc1ccc2cc(-c3ccccc3)c(=O)oc2c1	8
78	Cc1cc(I)ccc1NC(=S)NCCc1ccccc1	-1
79	Oc1ccccc1-c1nc(Oc2ccccc2)c2ccccc2n1	-3
80	O=C(c1cc(=O)c2cc(Cl)ccc2o1)N(Cc1ccccc1)c1ccccn1	-2
81	CN(Cc1ccccc1)C(=O)c1ccccc1C(=O)OCC(=O)C(C)(C)C	0
82	CCc1ccc(NS(=O)(=O)c2ccc(-c3coc(C)n3)cc2)cc1	8
83	Cc1ccc(OCn2ccc(C(=O)NCc3ccnn3C)n2)c(C)c1	2
84	CN(Cc1nc2ccccc2c(=O)[nH]1)C(=O)Cc1csc(-c2ccccc2Cl)n1	12
85	CCCCc1ccc(C(=O)NC(Cc2ccccc2)C(=O)O)cc1 (stereo not drawn)	-3
86	CS(=O)(=O)N1CCC(Nc2nc3ccccc3o2)CC1	1
87	COc1ccc(-c2c(C)oc3cc(OCCN4CCCCC4)ccc3c2=O)cc1OC	0
88	Nc1ccc2cc(S(=O)(=O)O)cc(S(=O)(=O)O)c2c1	7
89	N#Cc1ccc(OCc2cccc3ccccc23)c(Cl)c1	17
90	CCCCC[C@@H](C)N1C[C@H](COCc2ccccc2)Oc2cc(N3CCC[C@H]3COC)ccc2S1(=O)=O	-6
91	N#CCC(=O)Nc1ccc(C(=O)OCc2ccccc2Cl)cc1	2
92	CC(C)(C)c1ccccc1NC(=O)c1cnc2ccccc2n1	1
93	Cc1ccc(F)cc1NC(=O)CCCSc1nc2ccccc2s1	6
94	COc1ccc(NC(=O)COC(=O)c2cccnc2Nc2cccc(C(F)(F)F)c2)cc1OC	1
95	COc1ccc(-c2cn[nH]c2-c2ccc(OCCN3CCCCC3)cc2O)cc1	-1
96	CCCn1c(=O)n(CC(=O)Nc2cccc(OC)c2)c(=O)c2c1nc(C)n2CCOC	14
97	Cc1cccc(C(=O)Nc2ccc(S(=O)(=O)Nc3cnc4ccccc4n3)cc2)c1	1
98	O=S(=O)(c1ccc(-c2csc(Nc3ccc(F)cc3)n2)cc1)N1CCCCC1	-2
99	O=C(CN1CCN(Cc2ccccn2)CC1)Nc1cccc2nonc12	-3
100	O=C(CSc1nc2ccsc2c(=O)n1-c1cc(F)cc(F)c1)Nc1ccc2c(c1)OCCO2	0
101	CC(=O)Nc1ccc(NC(=O)CCCN(c2ccc(Cl)cc2)S(C)(=O)=O)cc1	9
102	Cc1cc2oc(=O)cc(CN3CCN(c4ccccc4)CC3)c2cc1O	4
103	CCCNc1c(NS(=O)(=O)c2ccccc2)c(=O)oc2ccccc12	7
104	O=[N+]([O-])c1cc(S(=O)(=O)Nc2ccc(Cl)cc2)ccc1N/N=C/c1ccc(-c2ccccc2)cc1	-5
105	Oc1ccc(Nc2ccccc2F)c2cccnc12	53
106	NC(=O)COc1c(Cl)cc(Cl)cc1Br	-5
107	CCCCn1c(CCC(=O)N(C)Cc2cc(C)ccc2OC)nc2c1c(=O)[nH]c(=O)n2CCCC	-9
108	O=[N+]([O-])c1ccc(-n2ccc3ccccc32)cc1	11

From no. 106 up to 108, copied from above:
no.	Molecule	LDHA block
106	NC(=O)COc1c(Cl)cc(Cl)cc1Br	-5
107	CCCCn1c(CCC(=O)N(C)Cc2cc(C)ccc2OC)nc2c1c(=O)[nH]c(=O)n2CCCC	-9
108	O=[N+]([O-])c1ccc(-n2ccc3ccccc32)cc1	11

(cont.)
no.	Molecule	LDHA block
109	CCCCn1cc(S(=O)(=O)c2ccc(OCC)cc2)c(=O)c2cc(C)ccc21	-11
110	CCCn1nc(C(=O)Nc2ccc(Cl)cc2)c2ccccc2c1=O	6
111	Cc1ccc(S(=O)(=O)C(CC(=O)c2ccccc2)c2ccc(Cl)cc2)cc1 (stereo not drawn)	-4
112	CCCCCCCCC(=O)Nc1c(C)cccc1CC	-7
113	COc1cc(CC(=O)NC2CCC(C)CC2)ccc1C (stereo not drawn)	-1
114	CCCn1nc(C(=O)N2CC(C(=O)N3CCOCC3)Oc3ccccc32)c2ccccc2c1=O (stereo not drawn)	4
115	O=C(C1CCN(c2nc(-c3ccc(Br)cc3)cs2)CC1)N1CCNCC1	1
116	O=C(COc1ncnc2c(Cl)cc(Cl)cc12)Nc1ccc(F)cc1	-5
117	C/C(=N/Nc1ccc(S(=O)(=O)Nc2ccccc2)cc1[N+](=O)[O-])c1cccnc1	4
118	C=CCN1CCN(c2nc3c(c(=O)[nH]c(=O)n3C)n2Cc2ccc(Cl)c(Cl)c2)CC1	3
119	FC(F)(F)c1cnc(Sc2ncc(C(F)(F)F)cc2Cl)c(Cl)c1	1
120	COc1ccc(-c2nc3cc(Cl)ccc3o2)cc1	-3
121	Cc1ccccc1CC(=O)N(Cc1ccco1)C1CC1	-1
122	CCOC(=O)c1cc(-c2ccccn2)nc2c1c(=O)[nH]c(=O)n2C	17
123	COC(=O)[C@]12CCCCC=C1N(Cc1ccco1)C(=O)[C@H](CC(=O)NCCc1ccccc1OC)C2	1
124	CCCNC(=O)COc1ncnc2c(Cl)cc(Cl)cc12	0
125	O=C(NC(=S)NCCc1ccccc1)c1ccc(Cl)cc1	-5
126	COc1cc(/C=C/C(=O)Oc2ccc3ccc(=O)oc3c2)ccc1OS(=O)(=O)c1ccc(C)cc1	15
127	Cc1ccc(NC(=O)CN(C)C(=O)C2CCN(c3ccc(C(F)(F)F)cn3)CC2)cc1	-8
128	CCCN1CCN(c2nnc(-n3cccc3CN3CCN(Cc4ccccc4)CC3)s2)CC1	7
129	Cc1cc(C)cc(NC(=O)c2nc3ccccc3nc2N2CCN(C)CC2)c1	5

The list is partial; rates above refer to the full screens.
